# Bioassay records: PubChem BioAssay, National Center for Advancing Translational Sciences (NCATS)
# FBPA coupling cs = inhibits coupling enzyme system, counter-screen for aldolase hits | coupling enzyme system counterscreen, AmpLite Red fluorescence | 0.67% of 290,000 active | activity change, negative = inhibition, % at 58.2 µM, hits read low; in the data active = activity change below about -30%; note: % is set by controls: 0 for no effect and ±100 for the full control effect
#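 Compounds tested against the coupling enzymes alone at 57.5 uM final; readout was AmpLite Red fluorescence (525/598 nm) after 20 min at RT.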
# Giardia kill = Giardia lamblia killing | Giardia lamblia trophozoite viability | activity change, % at 7.66 µM, hits read low | 0.15% of 340,000 active; in the data active = activity change below about -80%; inconclusive = between about -30% and that limit;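 note: parasites exposed to compound for two days anaerobically before the ATP read; % is set by controls: 0 for no effect and ±100 for the full control effect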
#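 Killing of trophozoites was scored by loss of ATP luminescence after a 48 hrs anaerobic exposure to compounds at 37 deg C, using 100 cells per well.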
# GALK inh = galactokinase (human) inhibition. Potency, µM (doses to about 57.5 µM), without a hit: at the highest dose activity change, negative = inhibition, actives largely listed as inhibitors. AID 1868. 0.007% of 270,000 active. Purified GALK, Kinase-Glo residual ATP luminescence. P51570; note: potency is the fitted concentration of half-maximal effect; % is set by controls: 0 for no effect and ±100 for the full control effect
# Target sequence (P51570 whole entry, looked up): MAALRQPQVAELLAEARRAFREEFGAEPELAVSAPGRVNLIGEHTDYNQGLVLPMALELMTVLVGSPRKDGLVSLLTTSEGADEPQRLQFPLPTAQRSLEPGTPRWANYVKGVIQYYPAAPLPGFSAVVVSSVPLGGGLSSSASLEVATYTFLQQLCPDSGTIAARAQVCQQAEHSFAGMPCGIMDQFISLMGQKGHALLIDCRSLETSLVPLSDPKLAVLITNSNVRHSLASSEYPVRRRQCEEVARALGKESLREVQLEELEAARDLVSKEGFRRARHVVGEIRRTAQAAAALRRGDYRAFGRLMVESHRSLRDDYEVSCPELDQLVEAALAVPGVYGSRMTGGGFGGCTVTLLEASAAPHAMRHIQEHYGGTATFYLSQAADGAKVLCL
#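 Human GALK (5 nM) with 35 uM ATP and 100 uM galactose in 20 mM HEPES pH 8.0, 5 mM MgCl2, 60 mM NaCl, 1 mM DTT, 0.01% BSA. After 1 h at room temperature, leftover ATP was read by Kinase-Glo Plus luminescence.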
# TCR activator = activates T cell receptor signaling; primary human leukocytes, anti-CD3, IL-2 HTRF, 48 h; Potency, µM (top dose mostly 9.22 µM), without a hit: at the top dose activation of IL-2 secretion, actives largely listed as activators; 330,000 tested, under 10 active; AID 504894; note: % of control where 0% means no effect
#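 HTRF read-out of IL-2 secretion: europium cryptate donor excited at 320nm, d2 acceptor emission at 665nm. Cells were primary human leukocytes incubated 48 hr with compounds and a-CD3 beads, supplying TCR signal only.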
# Tb PFK block = inhibitors of T. brucei phosphofructokinase; O15648; T. brucei PFK, ADP-Glo luminescence; AID 485367; 0.17% of 330,000 active; Potency, µM (highest dose often 57.5 µM), for inactives: top-dose activity, negative = inhibition, most hits filed as inhibitors;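 note: potency is the fitted concentration of half-maximal effect; 0% = uninhibited 1x PFK enzyme wells and -100% = no-enzyme wells; nearly all actives have a fitted effect of over 60% in size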
# Target sequence (O15648 whole entry, looked up): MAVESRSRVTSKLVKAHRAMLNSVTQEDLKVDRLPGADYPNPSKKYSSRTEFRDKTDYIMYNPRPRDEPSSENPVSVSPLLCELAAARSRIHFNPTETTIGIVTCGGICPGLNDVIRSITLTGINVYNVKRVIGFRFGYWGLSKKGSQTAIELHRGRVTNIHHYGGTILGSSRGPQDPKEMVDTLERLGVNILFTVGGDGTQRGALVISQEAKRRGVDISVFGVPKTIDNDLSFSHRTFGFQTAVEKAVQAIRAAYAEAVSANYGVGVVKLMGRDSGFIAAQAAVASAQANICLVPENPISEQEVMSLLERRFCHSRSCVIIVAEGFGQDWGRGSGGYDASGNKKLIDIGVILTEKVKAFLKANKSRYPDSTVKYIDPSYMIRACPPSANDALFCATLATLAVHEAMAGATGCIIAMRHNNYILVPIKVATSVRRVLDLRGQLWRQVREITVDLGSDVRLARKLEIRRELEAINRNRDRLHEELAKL
#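 PFK 1.25 nM, F6P 0.5 mM, ATP 0.1 mM, 0.1 M TEA pH 8.0, 5 mM MgCl2, 0.01% Tween20, 0.1% BSA; 45 min RT. ADP-Glo readout. qHTS titration up to 57 uM; curves fitted, compounds curve-classed.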
# BCR signal inh = blocks chronic active B-cell receptor signaling | ABC-DLBCL IkBa-CBG/CBR reporter, luminescence ratio, 4 h | Potency, µM (titrated, usually from 46.1 µM), for the others: at the top dose ratio change, negative = lower green/red ratio, hits mostly inhibitors | 0.05% of 340,000 active | AID 493014; active = well fitted inhibition curve with a large enough effect in the signal ratio, with a control signal flat, not every such curve was filed as active; inconclusive = small, poorly fitted or top-dose-only effect, or effect the other way, or a change in a side signal; the % refers to the signal ratio;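 note: potency is the fitted concentration of half-maximal effect; plate controls were basal doxycycline-induced cells for no effect and cells given 10 µM MG132 for full effect; MG132 reads +100%, hits lower the ratio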
#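 Cell line TMD8 (human ABC DLBCL), stably expressing tet-inducible CBG68-IkBa fusion and CBR; IMDM/0.5% FBS; cpd up to 46 uM; dox induction, 4 h, 37C/5% CO2; dual luminescence; green/red ratio; MG132 control.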
# CXXC DNA block = blocks binding of human MLL CXXC domain to DNA | Q03164 | MLL-CXXC / FITC-HOXA9 DNA fluorescence polarization | Potency, µM (series often up to 115 µM), for the others: top-dose activity change, negative = inhibition, most hits filed as inhibitors | 0.037% of 290,000 active | AID 2662; active = well fitted inhibition curve with a large enough effect in the polarisation, with a control signal flat, not every such curve was filed as active; inconclusive = small, poorly fitted or top-dose-only effect, or effect the other way, or a change in a side signal; inactive = no such curve, though single readings can be large or run the other way; the % refers to the polarisation; note: potency is the fitted concentration of half-maximal effect
#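 Purified MLL-CXXC (added from a 7 uM solution) was preincubated 5 min at ambient with pinned compounds in 50 mM Tris-HCl pH 7.5, 50 mM NaCl, 1 mM DTT, 0.05% BSA. Fluorescein-labeled HOX-A9 DNA (50 nM solution) followed, 30 min, then polarization read.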
# TSHR antagonist = antagonists of human thyroid stimulating hormone receptor; P16473; TSHR-expressing cells, TSH-stimulated cAMP HTRF, 2 h; active compounds read low; activity change, negative = inhibition, % at 11.5 µM; 0.2% of 330,000 active; AID 504810;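 active = activity change below a set negative limit, meaning inhibition stronger than a set level, cut at about -70% in these data; inconclusive = activity change between two set negative limits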; note: % is set by controls: 0 for no effect and ±100 for the full control effect
#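 Cell-based HTRF cAMP assay; TSHR cells + compound, TSH EC80 (4nM final), 2 h, 37 deg C. Lysis with anti-cAMP cryptate and cAMP-d2, 30 min RT, read 665/620 nm.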
# AT treatment = potential ataxia-telangiectasia treatment. 0.19% of 320,000 active. […] A-T fibroblasts, KAP-1 phosphorylation AlphaLISA; neocarzinostatin DNA damage 30 min before lysis. Potency, µM (titrated, usually from 57.5 µM), for the others: at the highest dose activation, actives largely listed as activators; note: potency is the fitted concentration of half-maximal effect; % of control where 0% means no effect; nearly all actives have a fitted effect of over 45% in size
#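 hTERT-immortalized A-T patient fibroblasts ([…]), 500 cells/well in OPTI-MEM, 1% FBS, got compounds for 60 min, then NCS for 30 min at 37C. Lysates were then assayed for phospho-KAP-1 by AlphaLISA (anti-pKAP1 donor, anti-KAP1 acceptor beads), 6 hr at 25C.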
# hERG WT inh = blocks the wildtype human KCNH2 potassium channel. U2OS, BacMam KCNH2, thallium flux FluxOr; active compounds read low. activity change, % at 1.84 µM. 0.37% of 340,000 active. AID 720551;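 active = maximum activity change below -70%; inconclusive = maximum activity change between -70% and -50%; inactive = maximum activity change above -50%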; note: % is set by controls: 0 for no effect and ±100 for the full control effect
#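 U2OS cells were transduced with wild-type KCNH2 virus (2.03 x 10^8 / mL) for 4 h at room temperature, then cultured overnight at 37 C. Thallium flux was read with FluxOr dye. Rate constants were normalized to DMSO controls.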
# * marks the source's active call; other numbers are inactive results; ? = inconclusive; · = no result given; [ ] = remark or other dose. Unless noted, calls come from the whole dose curve; as a rule, active = well fitted curve in the direction sought with a large enough effect; inconclusive = small, poorly fitted or top-dose-only effect, or another doubt; inactive = no such curve, though single readings can be large; an effect the other way counts as inactive or inconclusive. Outcome played no part in choosing rows. Share with any hit: about 1.6%.
# The line under a structure holds: FBPA coupling cs	Giardia kill	GALK inh	TCR activator	Tb PFK block	BCR signal inh	CXXC DNA block	TSHR antagonist	AT treatment	hERG WT inh
- O=C(NCc1ccccn1)/C(=C/c1ccco1)NC(=O)c1ccccc1
  -1	9	-1%	3%[46.1 µM]	-2%	-4%	-1%	-5	-6%	-1
- CCCCn1c(N)c(N(CC)C(=O)c2c(CC)noc2C)c(=O)[nH]c1=O
  ·	-9	·	3%	-5%	13%	·	31	2%	4
- CCOCCCNS(=O)(=O)c1ccc(NC(=O)c2ccc([N+](=O)[O-])cc2Cl)cc1
  1	20	2%	-3%[46.1 µM]	4%	-6%	-1%	5	8%	-11
- COc1ccccc1NC(=O)CSc1ccc(-c2ccc(-n3ccnc3)cc2)nn1
  ·	8	·	-10%	1%	0%	·	-11	-5%	2
- Cc1c(C)n(CCc2ccccc2)c2ncnc(NCCCO)c12
  1	-1	1%	6%	0%	2%	20%	?	1%	25
- O=C(O)c1ccccc1N1C(=O)C2C3CCC(C3)C2C1=O (stereo not drawn)
  3	9	5%	2%	-21%	8%	-1%	15	20%	-1
- CCn1c(=O)n(CC)c2cc(NC(=O)CSc3ccc([N+](=O)[O-])cn3)ccc21
  3	1	-1%	8%	1%	4%	-1%	-8	4%	2
- CC(C)CC(=O)Nc1ccc(C(=O)NN2C(=O)c3ccccc3C2=O)cc1
  1	-12	·	-6%	0%	2%	-4%	0	-2%	4
- Cc1cc(C)nc(SCc2ccc(C(=O)N/N=C/c3ccc(C(=O)O)cc3)cc2)n1
  2	-15	-2%	4%	0%	-3%	-5%	-8	1%	3
- COc1ccccc1NC1=C(Cl)C(=O)N(c2ccccc2)C1=O
  0	16	·	1%[46.1 µM]	-3%	?	-6%	-9	-2%	5

# Compound profiles, as listed above.
# `O=C(O)c1ccccc1N1C(=O)C2C3CCC(C3)C2C1=O` (stereo not drawn) reads FBPA coupling cs: 3; Giardia kill: 9; GALK inh: 5%; TCR activator: 2%; Tb PFK block: -21%; BCR signal inh: 8%; CXXC DNA block: -1%; TSHR antagonist: 15; AT treatment: 20%; hERG WT inh: -1
# `CCn1c(=O)n(CC)c2cc(NC(=O)CSc3ccc([N+](=O)[O-])cn3)ccc21` reads FBPA coupling cs: 3; Giardia kill: 1; GALK inh: -1%; TCR activator: 8%; Tb PFK block: 1%; BCR signal inh: 4%; CXXC DNA block: -1%; TSHR antagonist: -8; AT treatment: 4%; hERG WT inh: 2
# `O=C(NCc1ccccn1)/C(=C/c1ccco1)NC(=O)c1ccccc1` reads FBPA coupling cs: -1; Giardia kill: 9; GALK inh: -1%; TCR activator: 3%[46.1 µM]; Tb PFK block: -2%; BCR signal inh: -4%; CXXC DNA block: -1%; TSHR antagonist: -5; AT treatment: -6%; hERG WT inh: -1

# (next part)
# The line under a structure holds: FBPA coupling cs	Giardia kill	GALK inh	TCR activator	Tb PFK block	BCR signal inh	CXXC DNA block	TSHR antagonist	AT treatment	hERG WT inh
- Cc1cc(C(=O)NCc2ccc(C(=O)O)o2)c(C)o1
  1	-3	-4%	-15%	-13%	-21%	3%	-4	-2%	-10
- Fc1ccc(Nc2ccc(-c3ccc(F)cc3)nn2)cc1
  -2	5	-1%	4%	2%	-27%	-6%	-36	8%	-9
- Cc1ccsc1C(C(=O)NC(C)(C)C)N(Cc1ccco1)C(=O)c1csnn1 (stereo not drawn)
  1	-3	-1%	-2%	-6%	-6%	3%	0	-4%	-3
- CC(C)CCN1CC(O)=C(c2nc(-c3ccc(Cl)cc3)cs2)C1=N
  1	11	-3%	3%	11%	28%	4%	-2	1%	0
- CCOc1ccc(-n2c(SCC(=O)Nc3ccc(OC)cc3OC)nc3c(c2=O)SCC3)cc1
  -1	-7	-2%	-13%	4%	8%	-3%	10	1%	-7
- O=C(COc1ccc(Cl)cc1)NCc1nnc(SCC(=O)Nc2ccc3c(c2)OCCO3)o1
  -1	13	-1%	0%	-3%	-16%	-4%	-7	3%	-1
- CC1=NN(C(N)=S)C(C)(C)C1
  -4	-3	1%	0%	0%	-5%	-6%	5	0%	1
- CCc1cc2cc3c(cc2nc1SCC(=O)OC(C)C)OCO3
  2	-14	0%	-1%	4%	1%	38%[activator]	-25	?	0
- O=C1OCc2ccc(NC(=O)C3CC3)cc21
  2	4	5%	1%	-1%	-3%	-1%	18	2%	-17
- COC(=O)c1[nH]c2ccc(F)cc2c1NC(=O)CCN1CC(C)OC(C)C1 (stereo not drawn)
  1	2	-4%	-2%	1%	5%	-6%	1	-4%	-3

# (cont.)
# The line under a structure holds: FBPA coupling cs	Giardia kill	GALK inh	TCR activator	Tb PFK block	BCR signal inh	CXXC DNA block	TSHR antagonist	AT treatment	hERG WT inh
- O=C(NCc1ccc2c(c1)OCO2)c1c(O)c2cccc3c2n(c1=O)CCC3
  0	17	0%	-3%	-6%	1%	7%	-9	7%	-9
- Cc1ccc(C(=O)NCC(=O)Nc2cccc(C(F)(F)F)c2)cc1
  0	-1	3%	-2%[46.1 µM]	-5%	-22%	4%	-4	-1%	-1
- Cc1cc(C)c2[nH]c(=S)cc(C)c2c1
  -3	12	-1%	-10%	-2%	?	6%	2	2%	5
- Cc1occc1-c1nnc(SCC(=O)c2c(N)n(Cc3ccccc3)c(=O)n(C)c2=O)n1C
  9	-7	1%	6%	-2%	?	3%	-4	-3%	-4
- Cc1cc(C)n2ncc(C(=O)O)c2n1
  3	3	4%	-2%	2%	9%	-6%	-6	-1%	-14
- CCOC(=O)N1CCN(C(=O)Cc2ccccc2[N+](=O)[O-])CC1
  0	-11	-5%	-6%	1%	-1%	2%	27	-3%	-3
- O=C(Nc1ccccc1N1CCOCC1)c1ccc2c(c1)C(=O)N(Cc1ccncc1)C2=O
  0	-2	7%	0%	0%	0%	-1%	-5	5%	4
- CN1CCN(C(c2ccccc2)c2ccc(Cl)cc2)CC1 (stereo not drawn)
  ·	43[activator]	·	-5%	-8%	-17%	·	6	4%	59
- O=C(CCl)N(Cc1cccc([N+](=O)[O-])c1)c1cccc(Cl)c1
  4	-6	3%	2%	-11%	?	1%	-1	?	-18
- C=CCOc1cc(OC)c(OC)c(OC)c1
  -2	1	0%	3%	5%	?	-1%	6	1%	6

# More entries.
# The line under a structure holds: FBPA coupling cs	Giardia kill	GALK inh	TCR activator	Tb PFK block	BCR signal inh	CXXC DNA block	TSHR antagonist	AT treatment	hERG WT inh
- COCc1cc(C)nc(N2CCCCC2)c1C#N
  3	-7	1%	0%[46.1 µM]	0%	1%	-3%	-21	-6%	1
- CC(C)N1CCc2c(sc(NC(=O)c3nc4ccccc4s3)c2C(N)=O)C1
  -6	-2	-2%	-3%	0%	?	?	-3	0%	3
- CSc1nc2ccc(NC(=O)C3CCCO3)cc2s1 (stereo not drawn)
  -2	10	0%	7%	-5%	12%	-1%	4	2%	15
- COc1ccccc1CNC(=O)c1[nH]c(C)c(C(C)=O)c1C
  -1	1	3%	-1%	-25%	-4%	28%	23	0%	4
- CCN(CC)S(=O)(=O)c1ccc(N2CCOCC2)c(NC(=O)c2cc(-c3ccccn3)nc3ccccc23)c1
  -3	-3	3%	0%	-2%	-8%	-10%	-1	·	11
- CCN(CC(=O)Nc1c(F)cccc1F)C(=O)c1nn(C)c(=O)c2ccccc12
  ·	7	·	4%	-4%	-9%	·	-7	0%	-8
- COc1cccc(N2CCN(c3nc(C)cc(=O)[nH]3)CC2)c1
  1	-10	-2%	-2%	-1%	-5%	-7%	-17	4%	-5
- N#Cc1c(NC(=S)NC(=O)c2ccccc2)sc2c1CCC2
  3	10	0%	-1%[46.1 µM]	-1%	?	29%	11	-5%	2
- COc1ccc(CNc2nc(=S)[nH]c3cc(OC)c(OC)cc23)cc1
  -1	3	3%	-1%	-14%	-10%	15%	-5	6%	3
- COc1ccc(C(=O)COC(=O)CCN2C(=O)C3C4CC(C(Br)C4Br)C3C2=O)cc1 (stereo not drawn)
  5	6	-1%	12%	10%	-1%	-8%	6	0%	0

# Next section.
# The line under a structure holds: FBPA coupling cs	Giardia kill	GALK inh	TCR activator	Tb PFK block	BCR signal inh	CXXC DNA block	TSHR antagonist	AT treatment	hERG WT inh
- CCN(Cc1ccccc1)S(=O)(=O)c1cc(C(=O)O)ccc1OC
  26	-4	-2%	-3%	0%	?	-1%	5	-2%	-14
- CCOC(=O)c1c(NS(C)(=O)=O)sc2c1CCC(C)C2 (stereo not drawn)
  8	-15	-1%	2%	-5%	-1%	-2%	-8	-2%	0
- C=CCn1c(CCC(O)COCCC)n[nH]c1=S (stereo not drawn)
  0	3	1%	-9%	1%	1%	-15%	-9	6%	8
- CC(c1ccc(Br)cc1)N1CC23C=CC(O2)C(C(=O)O)C3C1=O (stereo not drawn)
  0	-8	1%	2%	4%	8%	-9%	20	-5%	-2
